hgDAF12 agonist: H. glycines DAF-12 receptor agonists, primary screen, cell-based, luminescence, HEK293, GAL4 fusion, UAS-luciferase. Nuclear hormone receptor DAF-12 (Heterodera glycines), GAL4 fusion. HEK293 GAL4-hgDAF12 UAS-luciferase reporter, agonist luminescence; normalized to butyrate control. activation, % at 6.8 µM. 1.8% of 370,000 active;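 active means activation above a cutoff set at the mean of all screened compounds plus 3 SD, cut at about 10% in these data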;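 further: 0% = DMSO wells and 100% = sodium butyrate wells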
ADAM10 inh: human ADAM10 inhibitors, primary screen, biochemical, QFRET, HTS. inhibition, % at 7 µM. recombinant ADAM10, EDANS/DABCYL FRET peptide cleavage, 3 h. 0.62% of 370,000 active. AID 720582, 2013. Disintegrin and metalloproteinase domain-containing protein 10 (Homo sapiens), O14672;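 active means inhibition above a per-campaign cutoff equal to the mean of compounds falling between control-based bounds plus 3 SD, cut at about 20% in these data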;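 further: 0% = DMSO wells while the 100% control is not disclosed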
DAX1 inh-1: DAX1 (NR0B1) inhibitors, primary screen, cell-based, HEK293, Gal4-DAX1, luciferase luminescence; Nuclear receptor subfamily 0 group B member 1 (Homo sapiens), P51843; HEK293 Gal4-DAX1 luciferase reporter; inhibition, % at 6.75 µM; 0.99% of 340,000 active; AID 504766, 2011;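 active means inhibition above the mean over all tested compounds plus 3 SD, cut at about 4.2% in these data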;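 further: 0% = DAX1-transfected cells with DMSO and 100% = empty-vector control cells with DMSO; inhibition shows as a rise in luminescence from relieved DAX1 repression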
GAA850 FXN act: FXN promoter activators, primary screen, cell-based, luciferase luminescence, HEK293 lucGAA850; HEK293 lucGAA850 FXN promoter luciferase reporter, 24 h; percent of 10 µM SAHA response; activation, % at 6 µM; 0.56% of 360,000 active;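 active means activation above the average of all compounds screened plus 3 SD, cutoff fixed separately per campaign, cut at about 7.5% in these data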;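 further: 0% = DMSO wells and 100% = 10 µM SAHA wells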
hcDAF-12 act: H. contortus DAF-12 nuclear receptor activators, primary screen, cell-based, luminescence, HEK293, lit1-tk-luc reporter | activation, % at 6.8 µM | HEK293 hcDAF-12 lit1-tk-luc reporter; 0% DMSO, 100% Δ7-dafachronic acid | AID 652067, 2013 | 1.4% of 370,000 active;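 active means activation above the mean of all tested compounds plus 3 SD, cut at about 5.5% in these data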;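 further: 100% = response to 3 µM Δ7-dafachronic acid high control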
GC-B act: human GC-B receptor activators, primary screen, HEK293 GC-B cells, cGMP TR-FRET, EC30 CNP | Atrial natriuretic peptide receptor 2 (Homo sapiens), P20594 | 0% at EC30 CNP, 100% saturating CNP | activation, % at 10 µM | 0.11% of 370,000 active;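 active means activation at 10 µM reaching about 35% in either raw or pattern-adjusted values, limit read from the data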
Target sequence (P20594 whole entry, looked up): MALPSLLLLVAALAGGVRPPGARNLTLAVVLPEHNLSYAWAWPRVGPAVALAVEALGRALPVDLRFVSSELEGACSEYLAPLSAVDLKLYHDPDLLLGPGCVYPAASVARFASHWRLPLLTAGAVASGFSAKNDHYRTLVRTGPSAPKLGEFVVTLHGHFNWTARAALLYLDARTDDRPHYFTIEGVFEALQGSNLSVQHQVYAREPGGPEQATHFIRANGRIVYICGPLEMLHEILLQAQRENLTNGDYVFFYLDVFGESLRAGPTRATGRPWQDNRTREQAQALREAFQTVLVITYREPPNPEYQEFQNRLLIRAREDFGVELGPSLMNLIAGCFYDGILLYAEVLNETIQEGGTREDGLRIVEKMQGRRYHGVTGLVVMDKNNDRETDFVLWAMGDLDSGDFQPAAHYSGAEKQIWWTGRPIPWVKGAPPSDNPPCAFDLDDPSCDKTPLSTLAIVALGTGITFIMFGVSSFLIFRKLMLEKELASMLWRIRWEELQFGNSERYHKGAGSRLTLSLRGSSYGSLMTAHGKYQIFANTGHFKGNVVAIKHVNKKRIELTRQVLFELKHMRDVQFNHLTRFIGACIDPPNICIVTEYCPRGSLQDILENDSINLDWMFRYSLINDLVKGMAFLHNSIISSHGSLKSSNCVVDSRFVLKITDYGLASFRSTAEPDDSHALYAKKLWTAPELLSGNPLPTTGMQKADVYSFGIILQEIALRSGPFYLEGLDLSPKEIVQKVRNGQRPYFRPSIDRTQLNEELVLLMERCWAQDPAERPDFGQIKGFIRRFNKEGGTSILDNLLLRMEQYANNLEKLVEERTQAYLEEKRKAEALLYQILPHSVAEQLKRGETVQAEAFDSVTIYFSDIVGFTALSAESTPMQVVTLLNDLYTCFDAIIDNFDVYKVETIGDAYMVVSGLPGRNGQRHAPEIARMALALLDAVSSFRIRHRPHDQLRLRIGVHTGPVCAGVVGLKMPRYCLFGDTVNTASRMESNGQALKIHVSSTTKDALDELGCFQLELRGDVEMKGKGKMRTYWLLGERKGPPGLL
GC-A act: GC-A stimulated cGMP production enhancers – HEK293 GC-A cells, cGMP TR-FRET, EC30 ANP, primary screen; AID 1671463, 2021; 0.14% of 370,000 active; 0% at EC30 ANP, 100% saturating ANP; activation, % at 10 µM; in the data active means activation above about 40%
SMARCA2 activ: SMARCA2 (BRM) function activators, primary screen, cell-based, luminescence, high throughput; 1% of 370,000 active; activation, % at 9.1 µM; MG213 cells, MMTV-luciferase reporter, dexamethasone, overnight; in the data active means activation above about 7.8%;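 further: 0% = vehicle wells and 100% = reference activator wells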
DAX1 inh-2: DAX1 (NR0B1) inhibitors on StAR promoter, primary screen, cell-based, luminescence, SF-1 (NR5A1), full-length DAX-1. 1.1% of 370,000 active. HEK293T StAR-luciferase reporter, SF-1/DAX-1 repression relief. inhibition, % at 6.8 µM. AID 652010, 2013;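 active means inhibition above the mean over all tested compounds plus 3 SD, cut at about 3.6% in these data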;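 further: 0% = DAX-1 cells with DMSO and 100% = cells lacking DAX-1 with DMSO; higher inhibition means more luminescence from relief of DAX-1 repression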
ssDAF12 agonist: S. stercoralis DAF-12 nuclear receptor activators, primary screen, cell-based, luminescence, HEK293, GRIP1 co-expression, lit1-tk-luc; 1% of 370,000 active; Nuclear hormone receptor DAF-12 (Strongyloides stercoralis); AID 652126, 2013; activation, % at 6.8 µM; HEK293 ssDAF-12/GRIP1 lit1-tk-luc reporter; % of 3 µM dafachronic acid response;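 active means activation above the mean over all tested compounds plus 3 SD, cut at about 0.9% in these data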;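 further: 0% = DMSO-only wells and 100% = 3 µM delta7-dafachronic acid wells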
sPLA2-III inh: human group III sPLA2 inhibitors, primary screen, biochemical, QFRET, BODIPY PC-A2 liposome substrate; Group 3 secretory phospholipase A2 (Homo sapiens), Q9NZ20; QFRET BODIPY PC-A2 liposome hydrolysis, fluorescence; inhibition, % at 12.2 µM; 0.56% of 370,000 active; AID 743126, 2013;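 active means inhibition above mean plus 3 SD of compounds lying within the high and low control bounds, cut at about 19% in these data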;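 further: 0% = median of test compound wells and 100% = no enzyme DMSO wells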
* marks the source's active call; other numbers are inactive results; i = inactive; x = not tested or not shown; & = joins results of further samples.

Compound,hgDAF12 agonist,ADAM10 inh,DAX1 inh-1,GAA850 FXN act,hcDAF-12 act,GC-B act,GC-A act,SMARCA2 activ,DAX1 inh-2,ssDAF12 agonist,sPLA2-III inh
CCCCC(c1nnnn1CCOC)N1CCN(c2cccc(OC)c2)CC1 (centres undefined),-0.1,1,-1.1,2.2,-1.3,-8,0,1,-0.4,-1.0,-4
CCOc1ccccc1N1CCN(C(=S)NCc2ccc(Cl)cc2)CC1,-2.3,1,-3.1,-1.1,-3.0,7,-1,-5,-1.8,-1.4,-15
Clc1ccc(Cl)c(OCc2cc(-c3ccccc3Cl)on2)c1,1.2,-4,1.9,-0.3,-1.6,-5,-2,-2,-0.2,-1.4,5
CCOc1ccc(CC(=O)NCc2cn3c(C)csc3n2)cc1,2.4,-12,0.5,2.7,1.8,4,2,-1,1.1,-0.8,8
COc1ccc(C2/C=C\CN(C(=O)C3CCCC3)[C@H](Cc3ccccc3)C(=O)N2Cc2ccc(F)cc2)cc1 (some centres undefined),2.5,5,0.4,-4.0,-2.5,-4,-4,1,-0.7,-1.5,-9
CCOc1nc(OCC)nc(N2CCC(C)CC2)n1,-3.3,-4,-0.3,2.5,-0.8,13,3,0,-0.8,-0.9,1
CCC(=O)NCCc1c[nH]c2ccccc12,0.2,4,1.0,1.7,3.9,-1,2,3,0.9,-0.1,-2
CCOC(=O)c1[nH]c2ccc(OC)cc2c1NC(=O)CN1CCc2ccccc2C1,-5.6,-358,-2.0,-3.0,-3.2,2,1,-3,-1.5,-1.7,-27
COC(=O)[C@]1(C)N[C@H](CN(C)S(=O)(=O)c2ccc(F)cc2)[C@@H]2C(=O)N(Cc3ccccc3)C(=O)[C@@H]21,2.3,2,-1.7,x,-0.4,-2,2,-1,-0.5,-1.0,-5
Cc1cccc2c1-c1sc(C(=O)Nc3cccnc3)cc1CO2,2.8,i,0.0,1.9,1.8,-11,-11,-1,-0.5,-0.4,-19
Fc1ccc(-c2[nH]ncc2CN(CC2CCC2)CC2CCCO2)c(F)c1 (centres undefined),-0.4,4,-0.6,-3.1,-1.8,-5,-6,-4,0.2,-0.5,-2
Oc1nc(Nc2cccc(Cl)c2)sc1/C=C1\C=Nc2ccccc21,2.7,-1,-0.7,4.5,0.1,-5,6,-1,0.0,-1.6,-28
COc1ccc(S(=O)(=O)N(C)C[C@@H]2OCc3cnnn3CCCC(=O)N([C@H](C)CO)C[C@@H]2C)cc1,-1.2,-2,2.5,-0.5,-1.6,5,2,-2,-0.2,-1.2,-4
Cn1cccc1Cc1nnc(SCC(=O)NC2CCCC2)n1CCc1ccccc1,3.5,-15,0.9,-2.4,-1.3,1,-4,-1,0.5,-1.6,-16
CCSc1nnc(NC(=O)CSc2nnc(C)c(=O)n2N)s1,-0.2,1,0.3,-1.4,-0.7,2,-2,-3,-0.4,-1.8,4
C/C(N)=C(/C#N)C(=O)COC(=O)CNS(=O)(=O)c1ccc(C)cc1,3.3,4,0.4,0.8,-0.4,-5,2,2,0.2,-1.4,0
COc1ccc(CC(=O)NNS(=O)(=O)c2cccc([N+](=O)[O-])c2)cc1OC,0.6,6,-0.4,-0.4,-0.7,-1,3,1,0.0,-0.5,2
CC(=O)c1c(C)n(-c2ccccc2)c2ccc(O)cc12,1.6,-3,-2.6,-5.5,-0.7,3,9,-3,-0.6,-1.7,-12
CC(C)(C)c1ccc(OC(=O)Nc2ccc(O)c(C(=O)O)c2)cc1,-9.2,-135,-1.8,-6.7,-5.0,3,-4,-9,-0.9,-1.3,-21
C#CCN1CC(N(C)CCOC(=O)c2cc(C)cc(C)c2)CS1(=O)=O (centres undefined),-3.7,1,x,x,-2.7,3,1,-4,0.7,-1.1,1
CC(C)(C)c1ccc(C2CC2C(=O)N/N=C\c2ccc[nH]2)cc1 (centres undefined),-12,1,-2.8,-7.6,-4.9,6,-6,-4,-3.1,-2.5,-6
CCc1ccccc1N1C(=O)C2CC=CCC2C1=O (centres undefined),0.1,1,1.8,-1.9,0.1,-3,-1,-1,-0.3,-1.3,-1
COCCNS(=O)(=O)c1ccc2c(c1)C(=O)c1cc(S(=O)(=O)NCCOC)ccc1-2,-1.8,-8,-0.4,3.7,-0.9,5,1,-3,-1.1,-0.6,0
NC(N)=NS(=O)(=O)c1ccc(NC(=S)NC(=O)Cc2ccc(Cl)cc2)cc1,0.3,5,0.6,0.9,-1.1,2,-1,-1,0.0,-0.2,-81
CCCn1nc(NC(=O)CC(C)C)c2cc3ccccc3nc21,1.9,-10,-0.6,-0.5,0.6,0,3,-1,-0.8,-0.7,3
O=C(CN1C(=O)CSC1=O)N1CCCC(Nc2ccc(F)cc2)C1 (centres undefined),0.2,4,0.4,1.3,-0.6,7,-3,2,-0.1,-1.1,-4
O=C(Cc1cccc2ccccc12)Nc1c(F)cccc1F,2.1,13,-0.1,1.0,0.1,0,4,1,0.5,-0.7,0
COc1ccc(/C=N/NC(=O)CSc2n[nH]c(=O)[nH]c2=O)cc1,-1.0,-5,2.0,2.5,0.6,0,2,0,0.2,-1.8,4
c1cnc2c(c1)ncc1cscc12,2.9,-43,0.7,0.6,-1.2,1,6,0,-0.2,-0.9,5
CC1CCN(CC(=O)Nc2cc(C(F)(F)F)ccc2Cl)CC1,-4.4,-3,1.4,0.0,0.3,3,2,-4,-0.2,-1.2,21*
COc1ccc(C(C(=O)NC(C)(C)C)N(CCc2ccc(OC)c(OC)c2)C(=O)CCC(=O)Nc2cc(C)on2)cc1 (centres undefined),1.4,-7,1.2,-1.2,-1.0,-1,-1,2,0.3,-0.7,0
COc1cc(C(=O)n2cnc3ccccc32)c([N+](=O)[O-])cc1OC,0.4,-3,-1.2,-2.7,-0.8,-2,-1,-2,-0.3,-0.5,-2
CCCCOc1ccc(C(=O)NC)cc1,1.4,-8,-0.3,3.8,-0.1,5,8,0,-0.2,-0.8,5
O=C(Cc1ccc(S(=O)(=O)N2CCOCC2)s1)N1CCN(S(=O)(=O)c2ccc(Cl)cc2)CC1,-2.0,-8,0.0,2.1,-2.9,-4,2,-2,-1.9,-1.6,-51
CC(C)CC(=O)Nc1cccc(-c2nc3ccccc3[nH]2)c1,6.3,-14,0.1,3.5,-2.3,9,10,1,0.1,-1.2,1
Cc1ccc(NC(=O)C(=O)NN)cc1,0.8,3,-0.9,1.0,-0.5,5,3,0,-0.2,-1.1,1
Cn1ncc(Cl)c1C(=O)Nc1cc(C(F)(F)F)ccc1F,0.3,-1,-0.5,2.3,-0.3,2,-3,-1,-0.5,-1.2,5
C/C(NCCc1ccccc1)=C1/CCOC1=O,-0.2,-19,0.3,1.2,-1.0,4,1,-2,0.4,-0.4,0
O=C(N=C1SC2CS(=O)(=O)CC2N1Cc1ccccc1)C1CCCCC1 (centres undefined),-1.6,-2,0.2,-1.1,-0.1,-13,-7,-1,0.3,-1.3,-6
COc1ccc(NC(=O)C/C(C)=N/NC(=O)COc2ccc(OC)cc2)cc1,1.2,5,0.3,-0.6,2.3,0,2,6,0.0,-1.6,-3
Cc1nc2nc(CSc3nnc(C)s3)cc(=O)n2[nH]1,-0.7&-0.3,-4&-1,-0.7&0.0,1.8&2.3,-1.9&-1.0,6&2,-1&-1,5&-2,-0.1&0.8,-0.2&-0.6,-5&-4
CCOC(=O)C1CCN(S(=O)(=O)c2ccc3c(c2)CC(C)N3C(=O)C2CCC2)CC1 (centres undefined),2.4,3,-0.7,2.2,1.5,4,0,-2,-0.2,-1.4,4
COc1ccc(C(C(=O)NC(C)C)N(C(=O)CCC(=O)Nc2nccs2)c2ccccc2F)cc1 (centres undefined),-4.1,-12,0.1,0.7,-1.6,-9,-14,-2,0.0,-0.8,-4
CN1CCN(C2CCCCC2NS(=O)(=O)c2ccccc2)CC1 (centres undefined),-3.1,8,-0.2,2.2,-0.8,-4,-3,1,1.3,-0.6,-6
CSc1nc(O)c(N=Nc2ccc(F)cc2F)c(=O)[nH]1,3.1,-6,1.1,1.8,2.7,-2,-5,4,0.1,-1.3,1
COc1ccccc1CN(CC(=O)NCC1CCCO1)C(=O)CNS(=O)(=O)c1ccc(C)cc1 (centres undefined),0.2,3,-0.1,-1.4,-2.3,8,2,1,-0.7,-1.3,-2
Cc1ccccc1N/N=C/c1ccc(N2CCOCC2)cc1,4.1,-5,0.1,4.3,1.9,-2,5,3,0.3,0.1,-3
O=C(CSc1nc2ccccc2c(=O)n1-c1ccc(F)c(Cl)c1)Nc1cccc(S(=O)(=O)N2CCOCC2)c1,-4.4,20*,-2.6,-11,-3.7,8,1,0,-0.7,-1.2,-2
Cn1ncc(C#N)c1/N=C/N1CCCC1,1.1,-15,2.1,0.6,1.1,3,4,-1,-0.1,-1.7,7

Retrieved by structure from the list above:
Compound,hgDAF12 agonist,ADAM10 inh,DAX1 inh-1,GAA850 FXN act,hcDAF-12 act,GC-B act,GC-A act,SMARCA2 activ,DAX1 inh-2,ssDAF12 agonist,sPLA2-III inh
Cc1ccccc1N/N=C/c1ccc(N2CCOCC2)cc1,4.1,-5,0.1,4.3,1.9,-2,5,3,0.3,0.1,-3
Cn1ncc(C#N)c1/N=C/N1CCCC1,1.1,-15,2.1,0.6,1.1,3,4,-1,-0.1,-1.7,7
COc1ccccc1CN(CC(=O)NCC1CCCO1)C(=O)CNS(=O)(=O)c1ccc(C)cc1 (centres undefined),0.2,3,-0.1,-1.4,-2.3,8,2,1,-0.7,-1.3,-2
O=C(CSc1nc2ccccc2c(=O)n1-c1ccc(F)c(Cl)c1)Nc1cccc(S(=O)(=O)N2CCOCC2)c1,-4.4,20*,-2.6,-11,-3.7,8,1,0,-0.7,-1.2,-2

Assay outcomes (PubChem BioAssay)
